# Anthrax LF prot: inhibitors of Bacillus anthracis lethal factor protease. multiplex microsphere protease cleavage assay, LF. inhibition, % at 10 µM. hit rate 0.12% among 360,000. AID 588501; further: plate controls were buffer without enzyme for full effect and enzyme alone for no effect
# Yp Topo-I inh: blocks Yersinia pestis topoisomerase I activity; Y. pestis Topo-I cleavage product accumulation, plate reader; activity, % at 10 µM; hit rate 0.064% among 360,000; AID 504884; in the data active means activity above about 50%, passing the limit was not always enough; inconclusive means no clear call, values can overlap the other calls; further: inactives centre near 2
# PrPC surface inh: cell surface PrPC inhibition, primary TR-FRET screen; P04156; TR-FRET read-out; inhibition, % at 13.8 µM; hit rate 0.43% among 370,000; AID 720596; in the data active means inhibition above about 24%; further: 0% = median of the test wells and 100% = reference compound wells
# BoNT-F LC inh: inhibitors of Botulinum neurotoxin F light chain protease | AID 588497 | inhibition, % at 10 µM | hit rate 0.22% among 360,000 | Multiplex microsphere protease cleavage assay, flow cytometry; in the data active means inhibition above about 35%, passing the limit was not always enough; inconclusive means no clear call, values can overlap the other calls; further: plate controls were buffer without enzyme for full effect and enzyme alone for no effect
# CCHF vOTU inh: blocks the CCHF virus ovarian tumor domain protease; CCHFV vOTU protease, Pep-AMC fluorescence; inhibition, % at 11.5 µM; hit rate 0.55% among 370,000; AID 651958; in the data active means inhibition above about 30%; further: 0% = vehicle wells with enzyme and 100% = no enzyme wells
# BoNT A protease: BoNT A light chain protease inhibition | multiplex microsphere protease substrate cleavage, flow cytometry | inhibition, % at 10 µM | hit rate 0.17% among 360,000 | AID 588499; further: plate controls were buffer without enzyme for full effect and enzyme alone for no effect
# PfHsp40 yeast: rescue of PfHsp40-mediated yeast toxicity. S. cerevisiae expressing PfHsp40, growth rescue, ATP luminescence. AID 504582. hit rate 0.68% among 340,000. growth rescue, % at 12.5 µM; in the data active means growth rescue above about 28%, passing the limit was not always enough; inconclusive means no clear call, values can overlap the other calls;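 further: yeast W303a lacking pdr1 and pdr3 grown in galactose medium; growth measured after three days at 30 °C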
# TcdB GH inh: blocks C. difficile toxin B glycohydrolase activity; hit rate 0.24% among 350,000; P18177; TcdB glycohydrolase enzymatic assay, plate reader; AID 652162; inhibition, % at 9.99 µM; in the data active means inhibition above about 10%
# FadD28 binding: inhibitors of Mycobacterium tuberculosis FadD28 bisubstrate binding. FadD28 bisubstrate probe binding, fluorescence polarization. inhibition, % at 12.5 µM. hit rate 0.22% among 360,000. AID 588549; in the data active means inhibition above about 8.5%, passing the limit was not always enough; inconclusive means no clear call, values can overlap the other calls
# * = called active by the depositor; ? = inconclusive; nt = not tested or not shown. Unless noted, no stated cut-off is given here; in the data, active means inhibition above about 30%; inconclusive means no clear call, values can overlap the other calls; inactive means below that.
SMILES,Anthrax LF prot,Yp Topo-I inh,PrPC surface inh,BoNT-F LC inh,CCHF vOTU inh,BoNT A protease,PfHsp40 yeast,TcdB GH inh,FadD28 binding
CCc1ccc(NC(=O)c2noc3c2CCCCC3)cc1,-2,-9,4,-4,-2,1.2,-0.8,nt,0.5
COc1cccc(NC(=O)C2CCCN2S(=O)(=O)c2ccc3c(c2)n(C)c(=O)c(=O)n3C)c1 (stereo not given),0,5,-4,5,7,0.2,-0.5,1.7,0.7
O=C(NC(=S)Nc1ccc(Cl)c(C(=O)O)c1)c1cccc(COc2ccccc2)c1,-1,33,8,-12,17,-1.6,-0.6,1.6,-4.8
Cc1ccsc1C(=O)NC(C)c1ccccc1 (stereo not given),15,1,2,-15,2,-5.6,1.4,-2.0,0.5
COc1ccc(OCc2nnc(SCC(=O)NNC(=O)c3ccc(C)cc3)n2C)cc1,1,4,7,-4,11,-0.9,4.1,-0.1,3.5
Cc1c(CCC(=O)NCCCn2ccnc2)c(=O)oc2c(C)c3occ(C(C)(C)C)c3cc12,-3,32,-4,1,11,-0.3,1.3,1.6,-2.3
Cc1ccc(C(CC(=O)O)Nc2nc(N3CCCCC3)nc(N3CCCCC3)n2)cc1 (stereo not given),1,25,1,-8,19,-0.1,1.6,nt,-4.8
CCN(CC)CCSc1nc2ccc(OC)cc2[nH]1,0,-13,-3,1,-3,1.0,1.7,0.3,-0.2
CCn1c(CCNC(=O)c2cccs2)n[nH]c1=S,1,0,-5,-13,-16,0.1,0.6,-0.2,-3.6
COc1ccc(-n2c(=O)cc(N3CCN(c4ccccc4OC)CC3)[nH]c2=O)cc1,-2,3,7,2,0,0.4,-0.7,nt,2.1
Cc1ccnc(NC2CCCCC2)c1,-2,3,-2,-2,-2,0.1,1.3,0.5,0.6
CCOCCCn1c(SC(C(=O)Nc2cc(C)ccc2C)c2ccccc2)nnc1-c1ccc(Cl)cc1 (stereo not given),1,1,1,1,2,-0.5,-0.4,nt,-1.2
C(=C\c1ccccc1)/CSc1ccccn1,-3,-1,-2,-3,6,-0.6,-0.1,-1.5,-1.6
CSCC[C@H](NC(=O)c1ccc(Cl)c(S(=O)(=O)N2CCCC2)c1)c1nc2ccccc2[nH]1,-4,2,4,-3,-7,-0.1,0.6,1.0,-2.1
COCCN(C(=O)c1csnn1)C(C(=O)NC1CCCCC1)c1ccc(Cl)cc1 (stereo not given),3,9,-5,3,4,-0.3,4.3,0.5,0.7
CC(Sc1nc2sccc2c(=O)n1-c1ccccc1)C(N)=O (stereo not given),10,4,1,-8,-2,-0.2,-0.4,0.9,nt
Cc1ccc2nc(NC(=O)CN3C(=O)NC4(CCCC4)C3=O)sc2c1,-4,-10,7,-8,1,-1.7,nt,0.1,0.5
CC(=O)c1ccc(NC(=O)/C=C/c2ccc(C)cc2)cc1,0,11,6,1,19,-0.7,2.5,nt,-4.3
COC(=O)c1cc(C(=O)OCC(=O)Nc2cc(C)on2)cc([N+](=O)[O-])c1,-8,4,-10,1,5,-0.1,3.9,-0.2,-0.3
CCOC(=O)N1CCN(c2c(NCCc3ccccc3)c(=O)c2=O)CC1,2,9,-2,-10,1,0.0,0.6,-0.1,-0.1
CCn1cc(C(=O)O)c(=O)c2cnc(N3CCN(C(=S)Nc4ccccc4)CC3)nc21,3,-6,6,0,0,0.2,1.2,1.3,0.1
Cc1ccc(C(=O)N2CCN(c3ccc(NC(=S)NC(=O)c4cccs4)cc3)CC2)cc1,3,2,5,-13,11,-1.2,0.2,0.7,-0.7
Cc1ccc(C)c(C(O)c2ncc(-c3ccccc3Cl)[nH]2)c1 (stereo not given),1,-6,-5,-9,-6,0.1,nt,0.2,-3.3
Cc1ccc(-c2nc(SCC(=O)Nc3cc(C)on3)c3c(=O)n(C)c(=O)n(C)c3n2)cc1,-1,3,1,-8,-2,3.2,-0.2,0.4,-2.3
COc1ccc2[nH]c3c(c2c1)CCN1C(=O)C(CC(=O)NCCCn2ccnc2)C[C@H](C(=O)N2CCCCC2)[C@@]31CCc1ccccc1 (stereo not given in full),2,22,-8,3,10,-0.3,-0.6,0.6,-1.5
CCC(Oc1ccc(Br)cc1)C(=O)N1CCN(c2ncccn2)CC1 (stereo not given),-2,0,2,-2,18,0.2,-0.2,1.4,-2.0
O=S(=O)(c1ccccc1C(F)(F)F)N1CCC(n2cnc3ccccc32)CC1,-3,15,-2,8,4,-0.1,11,5.1,-0.5
CC(C)C(c1nnnn1Cc1ccccc1)N1CCN(Cc2ccc3c(c2)OCO3)CC1 (stereo not given),-4,38,-6,-17,10,-0.9,-1.3,nt,-0.9
CCOC(=O)N1CCN(S(=O)(=O)c2ccc(C(=O)Nc3nnc(CC)o3)cc2)CC1,-3,-1,-4,-5,-4,-1.8,-1.3,nt,0.0
c1cncc(C2CC(c3cccs3)n3ncnc3N2)c1 (stereo not given),0,4,-2,-4,-7,-0.5,1.6,nt,0.4
CC(C)(C)C(=O)Nc1cc2c3c(c1)CC(=O)N3CCC2,-1,2,8,-6,3,0.3,-0.3,0.0,-2.0
CC1CCC2C(C1)Nc1c(C(=O)O)cccc1C2(C)C (stereo not given),1,-11,4,-4,-84,-1.0,16,-5.2,2.1
CCOc1cccc2sc(N(CCCN(C)C)C(=O)c3ccc(S(=O)(=O)N(C)CC4CCCO4)cc3)nc12 (stereo not given),-7,5,-14,5,-6,-1.1,-2.3,0.0,-3.3
CCOC(=O)C1(CCCc2ccccc2)CCN(Cc2nccn2CC)CC1,-1,39,9,-4,-1,-1.3,-0.9,0.6,-0.6
CC(=O)N/C(=C\c1ccccc1)C(=O)OCC(=O)c1c(N)n(CC(C)C)c(=O)n(C)c1=O,-2,-5,3,5,-5,3.4,0.2,1.7,-0.2
O=C(CN1C(=O)CCSc2ccccc21)Nc1ccc2c(c1)OCO2,-4,19,-3,-20,-3,-0.9,0.1,nt,-0.7
O=C(Nc1ccn(Cc2ccc(F)cc2)n1)c1ccncc1,7,-6,12,1,4,-0.4,-0.7,nt,-0.5
O=C(Nc1ccc2c(c1)OCCO2)C1c2ccccc2OCC(=O)N1Cc1ccco1 (stereo not given),-8,nt,1,-10,5,-0.1,nt,-2.2,nt
Cc1n[nH]c(=O)n1-c1ccc(OC(F)(F)F)cc1,9,6,-7,0,10,0.2,-0.1,0.3,-0.4
COC(=O)c1ccccc1NC(=S)N(C)C,-1,1,1,-1,-9,-0.7,-0.3,0.6,0.6
Cc1cccc(N=Nc2cn[nH]c2-c2ccco2)c1,-6,9,5,-2,1,-0.1,0.4,1.1,-0.1
Cc1c(N=O)c(-c2ccccc2)n(O)[n+]1[O-],-5,0,-2,0,-1,-0.5,nt,-0.4,-1.9
Cc1ccc(CC(=O)N/N=C/c2ccc3c(c2)OCO3)cc1,-2,19,-2,0,-9,-0.7,1.6,0.4,0.4
O=C(CSc1nc2ccccc2[nH]1)N/N=C/c1ccco1,0,-4,1,-4,4,-0.2,0.8,2.6,1.1
CCOC(=O)c1cc(C#N)c(SC(C)C(=O)NC2CCCCC2)nc1C (stereo not given),0,0,5,-6,6,0.1,-0.7,0.0,-2.9
CCc1ccc(/C=N\n2cnnc2)cc1,?,-5,-6,45*,-6,5.6,-0.9,1.6,-3.0
Cc1csc(=O)n1CCC(=O)OCC(=O)NCc1ccc(Cl)cc1Cl,14,12,0,-8,-4,-0.5,1.0,1.2,-0.3
COc1cccc2c1OCC(C(=O)OCc1cccnc1)=C2,-13,10,6,-4,13,-0.6,-1.8,0.2,-1.7
O=S(=O)(NCc1ccc2c(c1)OCO2)c1cccc(F)c1,-5,-2,7,-4,-11,1.2,-0.2,1.9,-0.1
COc1ccc(N(CC(=O)NCCSCc2cccc(Cl)c2)S(C)(=O)=O)cc1,34*,1,-6,-26,11,0.8,2.1,0.3,-3.1
CCOc1ccc(CCN2C(=O)C(=O)N([C@@H](CC(C)C)CN3CCC[C@@H]3CN3C(=O)C(=O)NC[C@@H]3CC(C)C)C[C@@H]2Cc2ccccc2)cc1,3,nt,7,3,23,1.2,nt,0.7,-1.4
COc1ccc(CCNC(=O)Cn2cccc2C(=O)c2ccccc2)c(OC)c1,0,12,2,8,3,1.3,-0.3,-2.1,-0.5
CN(c1ccc2nc3ccccc3c(=O)n2n1)C1CCCCC1,-6,6,-11,-1,11,0.1,-1.7,2.5,-5.1
CCOC(=O)C1=C(C)Nc2ncnn2C1/C=C/c1ccccc1 (stereo not given),-10,-3,11,5,14,4.5,0.1,nt,-3.3
Cc1cccc(OCC(=O)N(Cc2nnc(-c3ccccc3Cl)o2)C2CC2)c1,4,29,2,1,11,2.7,1.1,-0.8,-2.8
CC(=O)c1cnc2sccn2c1=O,-7,5,6,6,18,-0.5,-1.2,0.3,-1.4
Cc1cc(/C=N/NS(=O)(=O)c2ccc(F)c(Cl)c2)no1,-5,7,-4,-2,-6,0.5,-1.6,0.1,0.1
CCCC(=O)Nc1ccc2oc(-c3cncc(Br)c3)nc2c1,1,0,3,-1,8,0.2,-0.4,1.4,-3.8
O=C1OC2(CCCCC2)OC(=O)C1=CNc1ccc2c(c1)OCO2,-2,0,5,-7,-5,0.5,0.9,nt,-2.9
COc1ccc2cc(CCNS(=O)(=O)c3ccc(NC(C)=O)cc3)c(=O)[nH]c2c1,-12,-8,0,18,-8,-1.9,0.7,-10,-6.2

# Fetched one by one from the entries so far:
SMILES,Anthrax LF prot,Yp Topo-I inh,PrPC surface inh,BoNT-F LC inh,CCHF vOTU inh,BoNT A protease,PfHsp40 yeast,TcdB GH inh,FadD28 binding
O=C(CSc1nc2ccccc2[nH]1)N/N=C/c1ccco1,0,-4,1,-4,4,-0.2,0.8,2.6,1.1
CCc1ccc(/C=N\n2cnnc2)cc1,?,-5,-6,45*,-6,5.6,-0.9,1.6,-3.0
Cc1csc(=O)n1CCC(=O)OCC(=O)NCc1ccc(Cl)cc1Cl,14,12,0,-8,-4,-0.5,1.0,1.2,-0.3
CCOC(=O)C1=C(C)Nc2ncnn2C1/C=C/c1ccccc1 (stereo not given),-10,-3,11,5,14,4.5,0.1,nt,-3.3

# Copied from the list:
# `COc1cccc2c1OCC(C(=O)OCc1cccnc1)=C2` in Yp Topo-I inh = 10
# `O=C1OC2(CCCCC2)OC(=O)C1=CNc1ccc2c(c1)OCO2` in BoNT A protease = 0.5

# (listing goes on)
SMILES,Anthrax LF prot,Yp Topo-I inh,PrPC surface inh,BoNT-F LC inh,CCHF vOTU inh,BoNT A protease,PfHsp40 yeast,TcdB GH inh,FadD28 binding
CC(C)Cc1nnc(NC(=O)CCC(=O)NC2CCCCC2)s1,-3,-5,-6,1,4,-1.3,0.4,1.3,-2.3
O=C(CSCc1ccccc1)Nc1nccs1,0,-2,8,5,7,-0.1,-1.8,nt,0.4
COc1cccc(-c2csc(N3CCN(C(=O)Nc4ccccc4Cl)CC3)n2)c1,-3,1,5,-2,10,0.4,2.1,-2.5,-0.6
O=C1C2C3C=CC(C2C(=O)N1c1ccccc1O)C1C2C(=O)N(c4ccccc4O)C(=O)C2C31 (stereo not given),0,-1,8,-5,-7,-0.1,-1.1,-1.4,-0.1
CCCNC(=O)C1(C)CCN(Cc2csc3ccccc23)C1 (stereo not given),-2,10,-3,-2,10,0.3,nt,0.5,-2.7
Cc1ccc(NC(=O)N2CCc3ccccc3C2)cc1,-4,-4,9,1,-14,-0.4,2.1,nt,-1.9
O=C(CCNC(=O)c1ccc([N+](=O)[O-])cc1)Nc1cc(C(F)(F)F)ccc1N1CCOCC1,-5,0,-29,0,5,-0.4,nt,0.0,-0.9
COc1ccc([N+](=O)[O-])cc1NC(=O)C(C)N1CCN(C(=O)c2ccco2)CC1 (stereo not given),-1,-2,-6,3,-4,0.5,-1.0,-0.1,0.3
COc1cc(S(=O)(=O)N2CCN(C(=O)c3ccccc3F)CC2)c(OC)cc1NC(C)=O,-4,-5,1,-6,4,-0.1,-0.4,nt,-2.8
CC(O)Cn1c(N2CCCC2)nc2c1c(=O)[nH]c(=O)n2C (stereo not given),-10,-5,-4,12,-9,-4.0,0.1,1.0,-1.7

# Source: PubChem BioAssay

# Outcome played no part in choosing rows; about 2.3% have a hit in one of these screens.
